S2 tox: Viability Counterscreen for Primary qHTS for Inhibitors of ATXN expression; S2 cells (HEK-293 line with an ATXN2-luciferase reporter) viability, CellTiter-Fluor protease fluorescence, 24 h; Potency, µM (series often up to 56.7 µM), actives largely listed as cytotoxic; 0.49% of 400,000 active; AID 651635, 2014; also: nearly all actives have a fitted effect of over 40% in size
ATXN2 expr inh: Primary qHTS for Inhibitors of ATXN expression. HEK-293 ATXN2-luciferase reporter, luminescence, 24 h. Potency, µM (highest dose often 57 µM), without a hit: top-dose activity change, negative = inhibition, hits mostly inhibitors. 0.72% of 360,000 active. AID 1745845, 2022; also: % is scaled to controls: 0 for no effect and ±100 for the full control effect; nearly all actives have a fitted effect of over 55% in size
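qHTS (up to 57 uM final) was run with 24 h compound exposure of reporter cells at 37 °C. Each well was multiplexed: SteadyGlo luminescence measured ATXN2-luciferase expression after a fluorogenic Gly-Phe-AFC viability readout (25 uM final).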
HepG2 tox: qHTS for Inhibitors of TGF-b: Cytotox Counterscreen | HepG2 CAGA-GFP viability, ATP luminescence, 18 h | 0.76% of 410,000 active | AID 588856, 2011 | Potency, µM (series often up to 46.1 µM), without a hit: at the top dose activity change, negative = cytotoxicity, actives largely listed as cytotoxic; also: some results filed as inactive show a strong effect at the top dose
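HepG2 CAGA-GFP cells (1000/well, DMEM with 1% FBS) received compound, then TGF-beta at 500 pg/mL final, and were incubated 18 hours at 37 degrees C. Viability was read by CellTiter-Glo luminescence. Media-only wells were set as complete cell-killing and DMSO as no toxicity.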
A549 tox: Nrf2 qHTS screen for inhibitors: counterscreen for cytotoxicity; A549 ARE-Fluc cells, CellTiter-Fluor viability, 18-24 h; Potency, µM (doses to about 46 µM), for the others: top-dose activity change, negative = cytotoxicity, hits mostly inhibitors; 0.16% of 390,000 active; also: % is scaled to controls: 0 for no effect and ±100 for the full control effect
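A549 ARE-Fluc cells in 5% FBS OPTI-MEM, 5000 cells/well, rested 2 h then exposed to compounds in concentration-response for 18-24 h at 37 °C. Viability by CellTiter-Fluor fluorescence (Ex 405/Em 525) after 30 min; luciferase luminescence (BugLite, 15 min, RT) read afterwards.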
MCF10A rerep: A quantitative high throughput screen for small molecules that induce DNA re-replication in MCF 10a normal breast cells; MCF 10A DNA re-replication, Hoechst nuclear intensity, 48 h; AID 624296, 2012; Potency, µM (doses to about 46.1 µM), for the others: at the highest dose activity, positive = re-replication, usual class: activators; 2.9% of 350,000 active; also: % of control where 0% means no effect; nearly all actives have a fitted effect of over 50% in size
EPAC2 antag: qHTS for Antagonist of cAMP-regulated guanine nucleotide exchange factor 2 (EPAC2): primary screen. Potency, µM (series often up to 114 µM), for the others: at the highest dose activity, negative = inhibition, most hits filed as inhibitors. AID 720708, 2013. 0.18% of 360,000 active. EPAC2 GEF exchange of Rap1B-BODIPY-GDP, fluorescence; also: % is scaled to controls: 0 for no effect and ±100 for the full control effect; nearly all actives have a fitted effect of over 45% in size; many of its hits are not listed in these tables
Target sequence (Q8WZA2 whole entry, looked up): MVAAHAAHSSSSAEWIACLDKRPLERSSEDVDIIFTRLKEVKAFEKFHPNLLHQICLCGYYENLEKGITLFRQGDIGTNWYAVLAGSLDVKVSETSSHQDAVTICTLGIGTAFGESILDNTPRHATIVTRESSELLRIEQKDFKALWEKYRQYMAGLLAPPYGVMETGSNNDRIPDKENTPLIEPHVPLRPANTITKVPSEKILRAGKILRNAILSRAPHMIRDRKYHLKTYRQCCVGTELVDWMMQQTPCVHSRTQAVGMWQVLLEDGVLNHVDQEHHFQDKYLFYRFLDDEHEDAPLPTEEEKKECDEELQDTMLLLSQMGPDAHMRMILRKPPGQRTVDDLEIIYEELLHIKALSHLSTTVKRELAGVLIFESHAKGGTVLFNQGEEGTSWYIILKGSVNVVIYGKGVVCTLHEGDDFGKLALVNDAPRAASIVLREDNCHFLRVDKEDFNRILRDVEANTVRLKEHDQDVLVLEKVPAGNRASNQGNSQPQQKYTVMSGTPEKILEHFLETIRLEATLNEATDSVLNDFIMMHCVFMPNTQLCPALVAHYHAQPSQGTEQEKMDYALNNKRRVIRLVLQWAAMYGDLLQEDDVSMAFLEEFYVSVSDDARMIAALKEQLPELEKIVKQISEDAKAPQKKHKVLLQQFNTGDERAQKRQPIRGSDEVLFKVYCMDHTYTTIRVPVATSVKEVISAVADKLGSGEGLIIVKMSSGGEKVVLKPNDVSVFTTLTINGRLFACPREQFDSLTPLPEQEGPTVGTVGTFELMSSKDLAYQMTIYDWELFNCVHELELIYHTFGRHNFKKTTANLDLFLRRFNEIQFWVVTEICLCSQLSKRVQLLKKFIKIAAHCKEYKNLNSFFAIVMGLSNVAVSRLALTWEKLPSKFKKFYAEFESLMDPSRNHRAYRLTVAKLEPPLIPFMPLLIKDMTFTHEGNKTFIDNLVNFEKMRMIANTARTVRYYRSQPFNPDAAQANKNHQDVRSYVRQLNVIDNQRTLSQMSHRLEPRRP
Nrf2 block: Nrf2 qHTS screen for inhibitors. A549 ARE-Fluc reporter, luciferase luminescence, 18-24 h. AID 504444, 2011. Potency, µM (doses to about 46 µM), inactives show top-dose activity change, negative = inhibition, hits mostly inhibitors. 2.1% of 360,000 active; also: % is scaled to controls: 0 for no effect and ±100 for the full control effect; nearly all actives have a fitted effect of over 60% in size
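In this cell-based qHTS, ARE-driven firefly luciferase in A549 cells reports Nrf2 activity; the luminescent signal after BugLite lysis is the measured value, with a prior CellTiter-Fluor read for cell health.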
Nrf2 ARE act: qHTS of Nrf2 Activators; AREc32 ARE-luciferase reporter (MCF7-derived line), luminescence, 24 h; Potency, µM (top dose mostly 46.1 µM), for inactives: at the top dose activation, actives largely listed as activators; 0.31% of 410,000 active; also: % of control where 0% means no effect; nearly all actives have a fitted effect of over 65% in size
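Steps: seed AREc32_Fluc cells (1000/well, 5% FBS OPTI-MEM); incubate overnight at 37 deg C; add 23 nL compound; incubate 24 hr; add Steady-Glo; hold 30 min RT; read luminescence.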
TGFb SMAD3 inh: qHTS for Inhibitors of TGF-b; 1.2% of 410,000 active; Potency, µM (doses to about 46.1 µM), inactives show at the highest dose activity, negative = inhibition, most hits filed as inhibitors; AID 588855, 2011; HepG2 CAGA-GFP TGF-b/SMAD3 reporter, GFP fluorescence, 18 h; TGF-beta stimulated, 500 pg/mL final; also: % is scaled to controls: 0 for no effect and ±100 for the full control effect; nearly all actives have a fitted effect of over 65% in size
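HEPG2 CAGA-GFP reporter cells (1000/well, DMEM with 1% FBS) received compounds, then recombinant TGF-beta at 500 pg/mL final for 18 hours at 37 degrees C. Per-cell GFP summed per well was normalised to unstimulated and stimulated DMSO controls before curve fitting.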
The depositor's hits bear a star; [ ] = another dose, or the depositor's remark. Calls follow the shape of the dose curve; as a rule, active = well fitted curve in the direction sought with a large enough effect; inconclusive = small, poorly fitted or top-dose-only effect, or another doubt; inactive = no such curve, though single readings can be large; an effect the other way counts as inactive or inconclusive. Potency is read from the fitted curve at half-maximal effect. This is a subset; rates above refer to the full screens.

Screening CC12CCC=CC1C(c1ccc3ccccc3c1)N(Cc1ccccc1)C2=O (centres undefined) returned HepG2 tox 1.2%, A549 tox inconclusive, Nrf2 block inconclusive and TGFb SMAD3 inh -15.1%.
For CCOc1ncccc1C(=O)Nc1ccc(-c2cn3ccsc3n2)cc1 the results were S2 tox inactive, ATXN2 expr inh -9.6%, HepG2 tox -24.0%, A549 tox 1.8%, MCF10A rerep -0.2%, EPAC2 antag 1.4%, Nrf2 block -0.7%, Nrf2 ARE act -0.9% and TGFb SMAD3 inh -1.9%.
O=C(CN1CCN(Cc2ccccc2Cl)CC1)N=Nc1c(O)[nH]c2ccccc12 was read as S2 tox inconclusive, ATXN2 expr inh -8.9%, HepG2 tox 0.9%, A549 tox 0.4%, MCF10A rerep -2.6%, EPAC2 antag 1.4%, Nrf2 block inconclusive, Nrf2 ARE act 2.2% and TGFb SMAD3 inh -12.8%.
`Cc1ccc(C(C(=O)NC2CCCC2)N2CCc3ccccc32)cc1` (centres undefined) gave S2 tox inactive, ATXN2 expr inh 8.4%, HepG2 tox -21.8%, A549 tox -0.8%, MCF10A rerep 0.8%, EPAC2 antag -4.1%, Nrf2 block 2.6%, Nrf2 ARE act -1.6% and TGFb SMAD3 inh -12.6%.
`C/C(=N\OCC(=O)Nn1c(C)nc2ccccc2c1=O)c1cccs1` gave S2 tox inactive, ATXN2 expr inh -2.1%, HepG2 tox -16.7%, A549 tox -0.1%, MCF10A rerep 1.0%, EPAC2 antag 0.1%, Nrf2 block 1.7%, Nrf2 ARE act -0.2% and TGFb SMAD3 inh 4.7%.
`O=C(NC1CCCCC1)c1ccc(-c2ccc(Cl)cc2)o1` gave S2 tox inactive, ATXN2 expr inh 13.8%, HepG2 tox -2.5%, A549 tox -10.2%, MCF10A rerep inconclusive, EPAC2 antag -10.6%, Nrf2 block inconclusive, Nrf2 ARE act 3.2% and TGFb SMAD3 inh -0.9%.
`CCOC(=O)CSc1nc(N)c(C#N)cc1C#N` gave S2 tox inactive, HepG2 tox 0.6%, A549 tox 9.3%, MCF10A rerep 1.0%, EPAC2 antag 0.7%, Nrf2 block 19.4%, Nrf2 ARE act 16.9% and TGFb SMAD3 inh -12.2%.
O=C(Nc1ccccc1)c1ccc(NCC2CCCO2)c([N+](=O)[O-])c1 (centres undefined) was read as S2 tox inactive, ATXN2 expr inh 17.5%, HepG2 tox 4.4%, A549 tox -7.3%, MCF10A rerep -5.5%, EPAC2 antag -6.1%, Nrf2 block 5.4%, Nrf2 ARE act 3.6% and TGFb SMAD3 inh -9.3%.
O=C(COC(=O)CCc1ccccc1)Nc1ccccc1OC(F)F was read as S2 tox inactive, ATXN2 expr inh 5.3%, HepG2 tox 8.5%, A549 tox -2.2%, MCF10A rerep 0.8%, EPAC2 antag -9.8%, Nrf2 block -3.6%, Nrf2 ARE act -0.8% and TGFb SMAD3 inh -19.5%.
CCCc1nnc(SCC(=O)N2CCOCC2)n1CC1CCCO1 (centres undefined) was read as S2 tox inactive, ATXN2 expr inh -8.5%[11.3 µM], HepG2 tox 8.0%, A549 tox 3.3%, MCF10A rerep 1.5%, EPAC2 antag 3.6%, Nrf2 block 9.5%, Nrf2 ARE act -0.8% and TGFb SMAD3 inh -1.0%.
Screening CCC(C)/C(C)=N/NC(=O)c1ccc(CSc2nc3ccccc3s2)cc1 (centres undefined) returned S2 tox inactive, ATXN2 expr inh -9.1%, HepG2 tox -27.5%, A549 tox 0.0%, MCF10A rerep inconclusive, EPAC2 antag -6.3%, Nrf2 block inconclusive, Nrf2 ARE act 5.7% and TGFb SMAD3 inh 5.0%.
CC(C)CN1C(=O)c2ccc(C(=O)Nc3ccc(OCC(=O)O)cc3)cc2C1=O was read as S2 tox inactive, ATXN2 expr inh -4.3%, HepG2 tox 5.2%, A549 tox 6.8%, MCF10A rerep 1.9%, EPAC2 antag 0.3%, Nrf2 block 3.7%, Nrf2 ARE act -0.9% and TGFb SMAD3 inh -1.0%.
Cc1c(/C=N/NC(=O)c2ccc(Br)o2)cnn1C was read as S2 tox inactive, ATXN2 expr inh 16.0%, HepG2 tox 17.6%, A549 tox 2.6%, MCF10A rerep 15.7%, EPAC2 antag -2.2%, Nrf2 block 10.0%, Nrf2 ARE act 10.1% and TGFb SMAD3 inh 18.6%.
Cc1ccc(-c2nnc(SCC(=O)N/N=C/c3ccccc3C(=O)O)n2-c2ccc(C)cc2)cc1 was read as S2 tox inactive, ATXN2 expr inh -0.5%, HepG2 tox -11.5%, A549 tox 4.9%, MCF10A rerep 12.9%, EPAC2 antag -12.6%, Nrf2 block -23.6%, Nrf2 ARE act -0.2% and TGFb SMAD3 inh -4.7%.
`COc1ccccc1NCCC(=O)OCC(=O)Nc1cccc(S(=O)(=O)N(C)C)c1` gave S2 tox inactive, ATXN2 expr inh 1.1%, HepG2 tox -10.0%, A549 tox 5.2%, MCF10A rerep 0.1%, EPAC2 antag 2.6%, Nrf2 block 6.4%, Nrf2 ARE act -0.5% and TGFb SMAD3 inh 0.2%.
For COc1ccc(CN2CCN(c3ncccn3)CC2)c(C)c1C the results were S2 tox inactive, HepG2 tox -33.5%, A549 tox 14.6%, MCF10A rerep -18.8%, EPAC2 antag -8.8%, Nrf2 block inconclusive, Nrf2 ARE act 7.6% and TGFb SMAD3 inh -20.9%.
CC1(C2CC2)NC(=O)N(CC(=O)NCc2ccc(Cl)cc2Cl)C1=O (centres undefined) was read as S2 tox inactive, ATXN2 expr inh 5.1%, HepG2 tox 1.3%, A549 tox 5.8%, MCF10A rerep 22.9%, EPAC2 antag -12.8%, Nrf2 block 5.5%, Nrf2 ARE act 0.2% and TGFb SMAD3 inh -7.0%.
CCCCCN=Cc1c(C)[nH]n(-c2nc3ccccc3s2)c1=O was read as S2 tox inactive, ATXN2 expr inh 12.6µM*, HepG2 tox 1.41µM*, A549 tox -9.3%, MCF10A rerep 17.8%, EPAC2 antag 1.4%, Nrf2 block inconclusive, Nrf2 ARE act -2.2% and TGFb SMAD3 inh -15.2%.
Screening O=c1nccc(N/N=C/c2cccc(O)c2)[nH]1 returned S2 tox inactive, ATXN2 expr inh 45.3%[activator], HepG2 tox -0.4%, A549 tox -3.7%, MCF10A rerep -11.8%, EPAC2 antag 4.1%, Nrf2 block -8.1%, Nrf2 ARE act 0.1% and TGFb SMAD3 inh -2.4%.
Screening CCOC(=O)C(C)(C)n1nnc(-c2ccc([N+](=O)[O-])cc2)n1 returned S2 tox inactive, ATXN2 expr inh -22.6%[11.3 µM], HepG2 tox -41.6%, A549 tox -5.9%, MCF10A rerep 16.4%, EPAC2 antag -2.5%, Nrf2 block inconclusive, Nrf2 ARE act 0.3% and TGFb SMAD3 inh -0.4%.
`CCC(=O)NC(=S)Nc1ccc(NC(=O)c2ccco2)c(Cl)c1` gave S2 tox inactive, ATXN2 expr inh -16.2%, HepG2 tox -3.7%, A549 tox 2.4%, MCF10A rerep -4.8%, EPAC2 antag 10.9%, Nrf2 block -0.2%, Nrf2 ARE act 0.5% and TGFb SMAD3 inh 10.9%.
Cc1nc(N=C(N)N)nc2c(C)cccc12 was read as S2 tox inactive, ATXN2 expr inh inconclusive, HepG2 tox -35.5%, A549 tox -17.7%, MCF10A rerep inconclusive, EPAC2 antag 1.7%, Nrf2 block 0.5%, Nrf2 ARE act 6.1% and TGFb SMAD3 inh 11.2µM*.
For CC(OC(=O)C1CC(=O)N(Cc2ccco2)C1)C(=O)Nc1ccccc1[N+](=O)[O-] (centres undefined) the results were S2 tox inactive, ATXN2 expr inh 7.2%, HepG2 tox 2.7%, A549 tox -3.1%, MCF10A rerep 7.6%, EPAC2 antag 9.2%, Nrf2 block 2.3%, Nrf2 ARE act -0.5% and TGFb SMAD3 inh 10.3%.
Screening CCN(CC(=O)NC(=O)NC1CCCCC1)Cc1ccccc1 returned S2 tox inactive, ATXN2 expr inh -1.7%, HepG2 tox 18.4%, A549 tox 0.8%, MCF10A rerep 11.3%, EPAC2 antag -8.3%, Nrf2 block 1.4%, Nrf2 ARE act 0.2% and TGFb SMAD3 inh 14.0%.
O=C(c1cccs1)N1CCC(c2nc3c(nnn3Cc3ccccc3Cl)c(=O)[nH]2)CC1 was read as S2 tox inactive, ATXN2 expr inh 3.3%, HepG2 tox -10.5%, A549 tox inconclusive, MCF10A rerep 1.8%, EPAC2 antag -7.7%, Nrf2 block -24.3%, Nrf2 ARE act -0.4% and TGFb SMAD3 inh -8.1%.
Cc1cccc(NC(=O)N(Cc2cc3cc(C)cc(C)c3[nH]c2=O)CC2COCCO2)c1 (centres undefined) was read as S2 tox inactive, ATXN2 expr inh -19.1%, HepG2 tox -24.8%, A549 tox -6.3%, MCF10A rerep 0.1%, EPAC2 antag -10.9%, Nrf2 block inconclusive, Nrf2 ARE act 3.4% and TGFb SMAD3 inh -18.3%.
`N/C(Cc1ccc(Cl)cc1Cl)=N\OC(=O)c1ccc(Br)o1` gave S2 tox inactive, ATXN2 expr inh -4.7%, HepG2 tox -44.5%, A549 tox 5.7%, MCF10A rerep 0.9%, EPAC2 antag 1.1%, Nrf2 block 21.3%, Nrf2 ARE act 1.9% and TGFb SMAD3 inh 7.1%.

Copied from the entries so far, 2 compounds:
Screening O=c1nccc(N/N=C/c2cccc(O)c2)[nH]1 returned S2 tox inactive, ATXN2 expr inh 45.3%[activator], HepG2 tox -0.4%, A549 tox -3.7%, MCF10A rerep -11.8%, EPAC2 antag 4.1%, Nrf2 block -8.1%, Nrf2 ARE act 0.1% and TGFb SMAD3 inh -2.4%.
Screening CCOC(=O)C(C)(C)n1nnc(-c2ccc([N+](=O)[O-])cc2)n1 returned S2 tox inactive, ATXN2 expr inh -22.6%[11.3 µM], HepG2 tox -41.6%, A549 tox -5.9%, MCF10A rerep 16.4%, EPAC2 antag -2.5%, Nrf2 block inconclusive, Nrf2 ARE act 0.3% and TGFb SMAD3 inh -0.4%.

Screening results from PubChem.
